Assay outcomes: PubChem BioAssay, NCI
All columns: NCI-60 one-dose screen, growth in % after 48 h at 10 µM unless noted; 100 = growth as untreated, 0 = no growth, -100 = all killed.
CCRF-CEM – CCRF-CEM leukemia; actives 7% (n = 77,000); AID 1794778
MOLT-4 – MOLT-4 leukemia cells; actives 6.9% (n = 80,000); AID 1794779
MDA-MB-435 – MDA-MB-435 melanoma | actives 7.8% (n = 82,000)
MDA-MB-468 – MDA-MB-468 breast cancer; actives 8.5% (n = 78,000); AID 2202374
K-562 – K-562 leukemia. AID 1794777. actives 7.4% (n = 78,000)
RPMI-8226 – RPMI-8226 leukemia cells | actives 7.5% (n = 77,000) | AID 1794781
SR – SR leukemia cells | actives 8.7% (n = 73,000) | AID 1794780
MDA-MB-231 – MDA-MB-231 breast cancer. actives 5% (n = 81,000)
Numbers without * were called inactive; nt = no result given; & = joins results of further samples. How the source made its calls: active means growth percent below 10; inactive means the rest.

Keys: A = CCRF-CEM; B = MOLT-4; C = MDA-MB-435; D = MDA-MB-468; E = K-562; F = RPMI-8226; G = SR; H = MDA-MB-231
> CC(=O)Nc1ccc(Sc2ccc([N+](=O)[O-])o2)cc1
  A: nt | B: 33 | C: 9.6* | D: 4.8* | E: 18 | F: 9.9* | G: 26 | H: 59

> Cc1cccc(/C=C/c2ccc(NC(=S)NCCCCN(C)C)cc2)c1
  A: -37* | B: -16* | C: -90* | D: -84* | E: 4.0* | F: -26* | G: -17* | H: -94*

> CCOC(=O)/C(C)=C\c1ccc(OC)c(OC)c1
  A: 89 | B: 94 | C: 102 | D: 103 | E: 87 | F: 103 | G: 86 | H: 102

> CC(C)n1c(O)c(N=NC(=O)c2ccc(S(N)(=O)=O)cc2)c2ccccc21
  A: 104 | B: 93 | C: 107 | D: 99 | E: 94 | F: 101 | G: 100 | H: 103

> COc1ccc(-c2noc(N)c2-c2cc(OC)c3c(c2OC)OCO3)cc1
  A: 97 | B: 78 | C: 96 | D: 106 | E: 92 | F: 88 | G: 80 | H: 108

> O=c1c2ccccc2c2nc3ccc4c(=O)c5ccccc5c5nc6ccc1c2c6c3c45
  A: 99 | B: 107 | C: 110 | D: 106 | E: 114 | F: nt | G: 111 | H: 95

> Cc1c(NC2CCC(=O)N2)c(=O)n(-c2ccccc2)n1C (configuration not stated)
  A: 109 | B: 102 | C: 105 | D: 126 | E: 95 | F: 120 | G: 93 | H: 116

> Cc1csc(-c2nnn(-c3ccccc3)c2N)n1
  A: 93 | B: 86 | C: 96 | D: 87 | E: nt | F: 92 | G: 94 | H: 91

> CCCCNC(=O)NS(=O)(=O)c1ccc(N2N=C(c3ccc(C)cc3C)CC2c2ccc(OC)c(OC)c2)cc1 (configuration not stated)
  A: nt | B: 79 | C: 85 | D: 85 | E: 72 | F: 57 | G: 85 | H: 105

> CCOC(=O)CSSCC(=O)OCC
  A: 96 | B: 90 | C: 99 | D: 117 | E: 101 | F: 99 | G: 89 | H: 107

> COc1cc(/C=C\c2cccnc2Nc2ccc(Cl)cc2)cc(OC)c1OC
  A: 92 | B: 58 | C: 92 | D: 101 | E: nt | F: 53 | G: 63 | H: 69

> O=C(CCl)NC1(C(=O)O)CCCC1
  A: 90&109 | B: 97&105 | C: 109&101 | D: 92 | E: 92&98 | F: 91&105 | G: 90&118 | H: 100&112

> O=C(O)/C=C/C(=O)Nc1cccc(Cn2nnc3cc(Cl)c(Cl)cc32)c1
  A: 99 | B: 97 | C: 106 | D: 94 | E: 91 | F: 104 | G: 94 | H: 106

> CC1=C(C)C(=O)C(Nc2ccc(C)c(C)c2)=C(Br)C1=O
  A: -17* | B: -15* | C: 103 | D: 1.3* | E: -2.4* | F: 30 | G: 44 | H: 65

> O/N=C\CCC/C=N/O
  A: nt | B: 116 | C: 101 | D: 108 | E: 110 | F: 98 | G: 89 | H: 109

> Cc1ccc(C2=Nn3c(Cc4ccccc4)nnc3SC2)cc1
  A: 97 | B: 110 | C: 58 | D: 82 | E: 60 | F: 79 | G: 54 | H: 94

> Cc1c(C(=O)NNC(=O)Nc2ccc(Cl)cc2)nnn1-c1ccc(Cl)cc1
  A: 100 | B: 78 | C: 102 | D: 97 | E: 83 | F: 100 | G: 84 | H: nt

> O=C(O)C(Oc1ccccc1)Oc1ccccc1
  A: 105 | B: 100 | C: 108 | D: 87 | E: 105 | F: 100 | G: 90 | H: 113

> Cc1csc(=N)n1/N=C/c1cccnc1
  A: 93 | B: 103 | C: 105 | D: 108 | E: 107 | F: 105 | G: 99 | H: 106

> CCN(CC)CCOC(=O)c1ccc(NC(=O)OCC(C)OC(=O)Nc2ccc(C(=O)OCCN(CC)CC)cc2)cc1 (configuration not stated)
  A: 102 | B: 89 | C: 107 | D: 103 | E: 91 | F: 102 | G: 90 | H: 108

> O=C(O)CCC(C(=O)O)N1C(=O)/C(=C/C(Cl)=C/c2ccccc2)SC1=S (configuration not stated)
  A: 103 | B: 118 | C: 99 | D: nt | E: 104 | F: 118 | G: 108 | H: 93

> O=C(O)CSc1ccc([N+](=O)[O-])c(SCC(=O)O)n1
  A: 101 | B: 103 | C: 103 | D: 100 | E: 103 | F: 105 | G: 95 | H: 110

> COc1ccc(-c2cc(-c3ccc(N(C)C)cc3)nc(NC(=O)c3cccnc3)n2)cc1
  A: 104 | B: 98 | C: 103 | D: 106 | E: 93 | F: 95 | G: 86 | H: 94

> O=C1[C@H]2Cc3c([nH]c4ccccc34)[C@@H](c3ccc(Cl)cc3)N2C(=O)CN1C1CCN(Cc2c(Cl)cccc2Cl)CC1
  A: 66 | B: 97 | C: 97 | D: 98 | E: 82 | F: 88 | G: 30 | H: 53

> COCCOC(=O)c1ccc(OC)cc1
  A: 88 | B: 92 | C: 103 | D: 98 | E: 106 | F: nt | G: 92 | H: 104

Look-ups from the list:
RPMI-8226 result of `Cc1cccc(/C=C/c2ccc(NC(=S)NCCCCN(C)C)cc2)c1` stands at -26*
MOLT-4 result of `Cc1c(NC2CCC(=O)N2)c(=O)n(-c2ccccc2)n1C` (configuration not stated) stands at 102
RPMI-8226 result of `CCOC(=O)CSSCC(=O)OCC` stands at 99

Following part
Keys: A = CCRF-CEM; B = MOLT-4; C = MDA-MB-435; D = MDA-MB-468; E = K-562; F = RPMI-8226; G = SR; H = MDA-MB-231
> N#Cc1ncc(-c2ccc(F)c(F)c2F)c(NC2CCCCCC2)n1
  A: 33 | B: 68 | C: 96 | D: 86 | E: 77 | F: 63 | G: 69 | H: 67

> CCOC(=O)CSC(=S)SCC(=O)OCC
  A: 85 | B: 97 | C: 95 | D: nt | E: 96 | F: 95 | G: 85 | H: 118

> CC(=O)N1C(=O)/C(=N\N=C\c2cccs2)c2cc(F)ccc21
  A: 98 | B: 98 | C: 104 | D: 93 | E: 102 | F: 107 | G: nt | H: 93

> COc1cccc(/C(O)=C2\C(=O)C(=O)N(CCN3CCCC3)C2c2ccc3c(c2)OCO3)c1 (configuration not stated)
  A: 106 | B: 106 | C: 102 | D: 100 | E: 102 | F: 126 | G: 103 | H: 110

> O=C(NCCc1ccccc1)C(O)C(Cc1ccccc1)N(Cc1ccccc1)Cc1ccccc1 (configuration not stated)
  A: 56 | B: 43 | C: 75 | D: 74 | E: 44 | F: 55 | G: 67 | H: 67

> O=C(O)c1ccc(-n2cc(/C=N/Nc3ccccc3F)c(-c3ccc(O)cc3)n2)cc1
  A: 42 | B: 39 | C: 75 | D: 78 | E: 13 | F: 59 | G: 74 | H: 85

> O=C(O)COc1c(Cl)c(Cl)c(Cl)c(Cl)c1Cl.[Cu+2]
  A: 104 | B: 98 | C: 99 | D: 107 | E: 100 | F: nt | G: 98 | H: 100

> C=CCn1c(SCC(=O)Nc2ccc(C(=O)/C=C/c3cc(OC)c(OC)c(OC)c3)cc2)nnc1-c1cc(-c2ccccc2)nc2ccccc12
  A: nt | B: 39 | C: 63 | D: 86 | E: 57 | F: nt | G: 43 | H: 83

> C=C1CCC2C3(C)COC(c4cccs4)OC3CCC2(C)C1C/C=C1/C(=O)OCC1O (configuration not stated)
  A: 33 | B: 99 | C: 98 | D: 102 | E: 76 | F: 71 | G: 76 | H: 112

> CSc1ccc2c(c1)C(N1CCN(C)CC1)Cc1ccccc1S2 (configuration not stated)
  A: 32 | B: -23* | C: 7.2* | D: -66* | E: nt | F: 24 | G: -33* | H: -12*

> C/C(=N/O)c1ccc(C)s1
  A: 94 | B: 96 | C: 107 | D: 109 | E: 102 | F: 101 | G: 89 | H: 91

> Clc1cccc(Cn2cc(CSc3nc4ccccc4o3)nn2)c1
  A: 96 | B: 87 | C: 98 | D: 115 | E: 88 | F: 102 | G: 96 | H: 103

> N#CCN1C(=O)c2ccccc2C1=O
  A: 94 | B: 99 | C: 108 | D: 100 | E: 110 | F: 102 | G: 104 | H: 114

> O=C(O)Cc1ccc(Cl)cc1
  A: 132 | B: 8.9* | C: 97 | D: 106 | E: 54 | F: 99 | G: 45 | H: 102

> COc1ccc(/C=c2\nc3n(-c4ccccc4)c4n(n-3c2=O)CC(=O)N=4)cc1
  A: 99 | B: 89 | C: 106 | D: 108 | E: 92 | F: 104 | G: 106 | H: 103

> O=[N+]([O-])c1ccc(O)c(CN(CCO)CCO)c1
  A: nt | B: 103 | C: 97 | D: 95 | E: 106 | F: 109 | G: 108 | H: 98

> CCN(CC)c1ccc2cc(C3C(C#N)=C(c4cccs4)OC(NC)=C3[N+](=O)[O-])c(=O)oc2c1 (configuration not stated)
  A: 105 | B: 92 | C: 104 | D: 107 | E: 84 | F: 98 | G: 96 | H: 94

> CC(C)c1nc(-c2ccc(Cl)c(O)c2)c(-c2ccnc(NCCNS(=O)(=O)c3ccc(O)cc3)c2)s1
  A: 79 | B: 55 | C: 57 | D: 108 | E: 35 | F: 86 | G: 56 | H: 85

> CCOC(=O)C1=C(N)N(c2ccccc2)C2=C(C(=O)CC(C)(C)C2)C1c1cccnc1 (configuration not stated)
  A: 102 | B: 106 | C: 109 | D: 94 | E: 98 | F: 101 | G: 93 | H: 100

> C=C(C)[C@@H]1CC[C@]2(C(=O)O)CC[C@]3(C)[C@H](CC[C@@H]4[C@@]5(C)C[C@@H](Cc6cn(CCO[C@@H]7O[C@H](COC(C)=O)[C@@H](O[C@@H]8O[C@H](COC(C)=O)[C@H](OC(C)=O)[C@H](OC(C)=O)[C@H]8OC(C)=O)[C@H](OC(C)=O)[C@H]7OC(C)=O)nn6)[C@H](O)C(C)(C)[C@@H]5CC[C@]43C)[C@@H]12
  A: 64 | B: 52 | C: 90 | D: 74 | E: 50 | F: 41 | G: 69 | H: 76

> N#Cc1c(-c2ccccc2)cc(-c2ccccc2)[nH]c1=O
  A: 94&89 | B: 100&104 | C: 107&99 | D: 91 | E: 98&97 | F: 91&100 | G: 98&94 | H: 101&95

> COc1ccc(-c2c(N)n[nH]c2-c2ccc(OC)cc2O)cc1
  A: 94 | B: 105 | C: 103 | D: nt | E: 86 | F: nt | G: 100 | H: 107

> Cc1ccc[n+](CCC(N)=O)c1
  A: 91 | B: 91 | C: 101 | D: 108 | E: nt | F: 102 | G: 60 | H: 92

> CC(=O)N(CC(=O)N(CC(=O)O)c1ccc(Cl)cc1)c1ccc(Cl)cc1
  A: 92 | B: 107 | C: 104 | D: 111 | E: 114 | F: 96 | G: 102 | H: 101

> CC(=O)c1cc2c(N)c(C(=O)Nc3ccnc4ccccc34)sc2nc1C
  A: 99 | B: 85 | C: 101 | D: 87 | E: 75 | F: 63 | G: 87 | H: 87

> CC1CCCNC1 (configuration not stated)
  A: 98 | B: 99 | C: 101 | D: 111 | E: nt | F: 114 | G: 96 | H: 95

> Cn1c(=O)c2[nH]c(CCC3CCCC3)nc2n(C)c1=O
  A: 105 | B: 76 | C: 112 | D: 118 | E: 115 | F: 101 | G: 78 | H: 96

> Cc1ccccc1C(O)(c1ccccc1)c1ccccc1C
  A: 92 | B: 84 | C: 97 | D: 100 | E: 73 | F: 87 | G: 85 | H: 88

> COc1ccc(-c2ccc(-c3ccc(C(=N)N)o3)o2)cc1
  A: 5.5* | B: 28 | C: -65* | D: 15 | E: -9.7* | F: 14 | G: -4.1* | H: 8.3*

> O=C1C2C=CC1C1C(=O)C=CC21 (configuration not stated)
  A: 99 | B: 92 | C: 106 | D: 101 | E: 76 | F: 108 | G: 90 | H: 120

> COc1ccc2c3c([nH]c2c1)[C@H]1C[C@H]2[C@H](C[C@@H](O)[C@H](OC)[C@H]2CO)CN1CC3
  A: 101 | B: nt | C: 107 | D: nt | E: 104 | F: nt | G: nt | H: 105

Whole records as entered above. Screens in order: CCRF-CEM	MOLT-4	MDA-MB-435	MDA-MB-468	K-562	RPMI-8226	SR	MDA-MB-231
Cn1c(=O)c2[nH]c(CCC3CCCC3)nc2n(C)c1=O in the list: 105	76	112	118	115	101	78	96
CC1CCCNC1 (configuration not stated) in the list: 98	99	101	111	nt	114	96	95

4 successive entries from above, for reference:
Keys: A = CCRF-CEM; B = MOLT-4; C = MDA-MB-435; D = MDA-MB-468; E = K-562; F = RPMI-8226; G = SR; H = MDA-MB-231
> Cc1ccccc1C(O)(c1ccccc1)c1ccccc1C
  A: 92 | B: 84 | C: 97 | D: 100 | E: 73 | F: 87 | G: 85 | H: 88

> COc1ccc(-c2ccc(-c3ccc(C(=N)N)o3)o2)cc1
  A: 5.5* | B: 28 | C: -65* | D: 15 | E: -9.7* | F: 14 | G: -4.1* | H: 8.3*

> O=C1C2C=CC1C1C(=O)C=CC21 (configuration not stated)
  A: 99 | B: 92 | C: 106 | D: 101 | E: 76 | F: 108 | G: 90 | H: 120

> COc1ccc2c3c([nH]c2c1)[C@H]1C[C@H]2[C@H](C[C@@H](O)[C@H](OC)[C@H]2CO)CN1CC3
  A: 101 | B: nt | C: 107 | D: nt | E: 104 | F: nt | G: nt | H: 105
